# Screens (PubChem BioAssay)
# CatL inh = inhibitors of human cathepsin L, biochemical; inhibition, %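 (tested at 10 µM)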; Procathepsin L (Homo sapiens), P07711; hit rate 0.17% among 58,000; AID 460, 2006; purified cathepsin L, fluorogenic substrate, fluorescence; in the data active = inhibition above about 45%;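 also: 0% = enzyme with no compound and 100% = no enzyme blank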
# Target sequence (P07711 114-288 limits assumed): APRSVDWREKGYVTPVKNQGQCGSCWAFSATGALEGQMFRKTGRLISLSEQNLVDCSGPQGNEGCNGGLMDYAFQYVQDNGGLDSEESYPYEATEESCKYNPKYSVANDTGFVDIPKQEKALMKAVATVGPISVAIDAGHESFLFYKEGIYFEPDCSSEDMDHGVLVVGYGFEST
# Target sequence (P07711 292-333 limits assumed): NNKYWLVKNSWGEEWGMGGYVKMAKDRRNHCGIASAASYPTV
# CatB inh = human cathepsin B inhibitors, primary screen, biochemical, fluorogenic substrate | hit rate 0.1% among 63,000 | purified cathepsin B, fluorescence | inhibition, %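 (tested at 10 µM)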 | P07858; in the data active = inhibition above about 21%;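 also: 0% = enzyme with no compound and 100% = no enzyme blank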
# Her2 expr inh = inhibitors of Her2 protein expression, primary screen, SKBR-3 cells, AlphaScreen, 66K library | Receptor tyrosine-protein kinase erbB-2 (Homo sapiens), P04626 | HER2 level % of control, % at 10 µM | hit rate 0.69% among 65,000 | SKBR-3 HER2 protein level, 18-24 h; active compounds read low | AID 645, 2007;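 active = HER2 level under 5% of the carrier-only control; inconclusive = no clear call, values can overlap the other calls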;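 also: 100% = DMSO carrier and 0% = 500 nM PU-H71 HSP90 inhibitor; lower value means stronger loss of Her2 protein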
# CatG inh = human cathepsin G inhibitors, primary screen, biochemical, pooled compound mixtures, AMC fluorescence; P08311; inhibition, % at 5 µM (by protocol); hit rate 0.2% among 62,000; purified enzyme, AMC-tetrapeptide fluorescence;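 active = inhibition above 20% in each of the two mixture wells holding the compound; inactive = inhibition of 20% or less in either well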;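 also: 0% = enzyme control without mixture and 100% = blank lacking enzyme; strong numbers were not always called active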
# Target sequence (P08311 21-244 limits assumed): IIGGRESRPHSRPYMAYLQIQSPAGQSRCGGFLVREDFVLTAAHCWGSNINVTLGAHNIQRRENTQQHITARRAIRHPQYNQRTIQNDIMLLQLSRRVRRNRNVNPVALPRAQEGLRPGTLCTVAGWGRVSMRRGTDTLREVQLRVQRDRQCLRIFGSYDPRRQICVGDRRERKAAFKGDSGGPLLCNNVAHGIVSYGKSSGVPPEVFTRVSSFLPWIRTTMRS
# ROCK2 blocker = inhibitors of human ROCK2 kinase, primary screen, biochemical, high-throughput, luminescence; purified ROCK2, Kinase-Glo ATP depletion luminescence; inhibition, % at 6 µM; hit rate 0.35% among 60,000;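 active = inhibition above the screen-wide mean inhibition plus 3 SD, cut at about 18% in these data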;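 also: plate controls were DMSO wells for no effect and Y-27632 control wells after no-enzyme background subtraction for full effect; many of its hits are not listed in these tables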
# C1s inh = complement C1s protease inhibitors, primary screen, biochemical, 10-compound mixtures; AID 538, 2006; hit rate 0.16% among 62,000; mean inhibition % of two 10-compound mixtures (active compounds read high), % at 5 µM (by protocol); purified C1s, fluorogenic AMC substrate, pooled mixtures;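 active = inhibition above 20% in each of the two 10-compound mixture wells holding the compound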;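 also: 0% = enzyme wells lacking compound mixture and 100% = no-enzyme blank wells; some compounds called inactive have numbers as strong as hits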
# CatS block = inhibitors of human cathepsin S, biochemical, compound mixtures. P25774. recombinant cathepsin S, AMC dipeptide fluorescence, pooled mixtures. inhibition, %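 (tested at 5 µM per compound within 10-compound mixtures)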. hit rate 0.06% among 62,000. AID 501, 2006; in the data active = inhibition above about 32%, passing the limit was not always enough; inconclusive = no clear call, values can overlap the other calls;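 also: 0% = enzyme without compound and 100% = blank without enzyme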
# Target sequence (P25774 115-331 limits assumed): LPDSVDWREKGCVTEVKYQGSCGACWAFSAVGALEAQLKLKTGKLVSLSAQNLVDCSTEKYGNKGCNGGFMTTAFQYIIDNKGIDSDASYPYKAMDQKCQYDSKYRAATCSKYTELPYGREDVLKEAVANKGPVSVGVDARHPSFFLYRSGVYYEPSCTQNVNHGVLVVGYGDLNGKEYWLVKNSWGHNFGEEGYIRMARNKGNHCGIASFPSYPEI
# CatB mixtures = cathepsin B inhibitors from pooled compounds, primary screen, biochemical, compound mixtures, AMC fluorescence; AID 488, 2006; hit rate 0.06% among 62,000; inhibition, %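 (ten-compound pools at 5 µM per compound and 50 µM total)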; Purified cathepsin B, AMC dipeptide fluorescence; P07858; in the data active = inhibition above about 22%, passing the limit was not always enough; inconclusive = no clear call, values can overlap the other calls;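 also: 0% = enzyme without compound and 100% = no enzyme blank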
# PKA inh = inhibitors of human PKA kinase activity, primary screen, biochemical, ATP-depletion luminescence, Kemptide substrate; inhibition, % at 6 µM; AID 524, 2006; PKA Kemptide phosphorylation, Kinase-Glo ATP luminescence; hit rate 0.1% among 65,000;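 active = inhibition above the screen-wide mean inhibition plus 3 SD, cut at about 21% in these data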; also: many of its hits are not listed in these tables
# * hit, by the source's call; ? = inconclusive; . = not tested or not shown. These rows are one share of the data; the hit share may differ from the screen's.
SMILES,CatL inh,CatB inh,Her2 expr inh,CatG inh,ROCK2 blocker,C1s inh,CatS block,CatB mixtures,PKA inh
COc1ccc2nc(N3CCC(O)CC3)c(C#N)cc2c1,-9,0,112,-5,4,-13,0,1,14
COc1ccc(CC(=O)Nc2ccc3c(c2)OCO3)cc1S(=O)(=O)N1CCOCC1,11,-1,111,0,4,1,0,0,9
O=C(NCCCN1CCOCC1)c1ccco1,3,0,80,-2,3,0,5,0,8
O=C(CCCn1c(=O)c2sccc2n(CC(=O)NCc2ccco2)c1=O)NCc1ccco1,7,-6,91,7,4,-17,-4,2,10
Cc1nc(SCC#N)c2c(C)c(C)sc2n1,4,2,134,4,-3,-8,.,2,-2
CCOC(=O)C1=C(C)N=C2SC(C)C(=O)N2C1c1ccc(OC(C)=O)c(OC)c1 (stereo not given),4,-4,157,.,3,.,.,.,-1
O=C(Cn1cnc2ccccc2c1=O)c1c[nH]c2ccccc12,-3,-4,80,0,6,2,-2,5,1
O=C(COc1ccccc1Cl)N(Cc1ccco1)C1CCS(=O)(=O)C1 (stereo not given),.,12,113,10,-1,13,-3,3,5
Nc1c(NCc2ccccc2F)c(=O)[nH]c(=O)n1Cc1ccccc1,-6,0,.,-1,.,-1,11,-1,-4
O=C(c1cccc(C(F)(F)F)c1)N1CCCCCC1,7,4,75,7,4,6,20,4,5
O=C1CCC(C(=O)OCc2cc(Cl)ccc2OC(F)F)N1 (stereo not given),8,7,103,9,5,11,-10,1,12
CCOc1ccc2[nH]c(=O)c(CN(Cc3nnnn3Cc3ccccc3)CC3CCCO3)cc2c1 (stereo not given),6,3,78,10,4,4,6,3,-8
Cc1cc(C)nc(N2CCN(c3ncnc4c3cnn4Cc3ccc(Cl)cc3Cl)CC2)n1,9,2,58,7,12,7,6,4,4
O=C(C(Cc1ccccc1)n1cccc1)N1CCCCCC1 (stereo not given),-1,-1,97,18,0,12,-4,9,3
O=C(Nc1ccc2c(c1)OCO2)c1cccs1,4,8,83,-10,-9,-14,.,6,-6
CCC1(C)NC(=O)N(CC(=O)Nc2sc3c(c2C(N)=O)CCC3)C1=O (stereo not given),8,4,93,7,12,-6,-3,3,6
Cc1ccc(S(=O)(=O)N2CCCC2C(=O)NC2=NCCS2)cc1 (stereo not given),0,4,89,11,6,8,-9,6,1
O=C(O)CCC(=O)Nc1ccc(S(=O)(=O)Nc2nccs2)cc1,16,0,96,11,4,13,5,5,2
Cc1ccc(S(=O)(=O)/C(C#N)=C/c2c(N3CCN(C)CC3)nc3c(C)cccn3c2=O)cc1,25,1,91,.,-4,.,.,.,1
CC(C)Oc1cccc(C(=O)Nc2ccc(N3CCN(S(C)(=O)=O)CC3)cc2)c1,11,4,99,7,4,-6,-1,0,5
COCCCNC(=O)CCNS(=O)(=O)c1ccc(C)cc1,.,7,127,10,.,13,-11,2,10
CCOC(=O)COc1ccc(C(=O)NC2CCCCC2)cc1,12,-4,122,-4,7,1,15,-1,12
COCCCNC(=O)C1CCC(=O)N1Cc1ccccc1Cl (stereo not given),6,-2,81,-2,-1,0,3,1,8
COC(=O)Nc1sc2c(c1C(=O)NCc1ccco1)CCCC2,21,3,108,11,5,13,5,5,7
COc1ccc(C(=O)N2CCN(C(=O)Cc3ccccc3)CC2)cc1OC,-1,1,116,-5,0,-13,9,-3,6
CC1=C(C(=O)OC(C)C)C(c2ccc(Br)s2)NC(=O)N1C (stereo not given),19,0,46,9,3,12,-6,0,6
CN1CCN(C(=O)NC2CCCN2S(=O)(=O)c2ccc(Cl)cc2)CC1 (stereo not given),-2,2,107,18,4,14,11,2,8
CC#CCCCC(=O)Nc1cccc(C(=O)O)c1,13,4,97,7,-1,9,16,4,-5
COC(=O)C1=CNC=C(C(=O)OC)C1c1cccc(OC)c1,-204,-11,89,-30,8,-77,-29,-10,6
CC(=O)Nc1cc(-c2nn(CC(=O)N3CCCCC3)c(=O)c3ccccc23)ccc1N1CCOCC1,13,0,56,13,4,3,12,1,4

# Some of the entries so far, as labelled records:
CCC1(C)NC(=O)N(CC(=O)Nc2sc3c(c2C(N)=O)CCC3)C1=O (stereo not given)
  CatL inh = 8 | CatB inh = 4 | Her2 expr inh = 93 | CatG inh = 7 | ROCK2 blocker = 12 | C1s inh = -6 | CatS block = -3 | CatB mixtures = 3 | PKA inh = 6
Cc1ccc(S(=O)(=O)N2CCCC2C(=O)NC2=NCCS2)cc1 (stereo not given)
  CatL inh = 0 | CatB inh = 4 | Her2 expr inh = 89 | CatG inh = 11 | ROCK2 blocker = 6 | C1s inh = 8 | CatS block = -9 | CatB mixtures = 6 | PKA inh = 1

# Remaining list, next part:
SMILES,CatL inh,CatB inh,Her2 expr inh,CatG inh,ROCK2 blocker,C1s inh,CatS block,CatB mixtures,PKA inh
COc1ccc(Cc2nnc(SCC(=O)Nc3ncc(C)s3)o2)cc1,-4,1,115,10,0,4,12,4,-2
Cc1nc2scc(-c3ccccc3)c2c(=O)n1N,-12,0,151,-1,-4,-5,-4,-3,-5
Cn1c(SCC(=O)N2CCOCC2)nc2cccnc21,2,6,117,11,7,8,1,3,8
CCOc1ccc(C(=O)O)cc1OC,-2,-1,115,1,3,2,-2,6,10
CN=C1c2ccccc2CN1c1cccc(C(=O)OC)c1,-22,3,131,-11,-4,-38,4,3,0
COCCCNC(=O)CN(c1cc(OC)ccc1OC)S(=O)(=O)c1ccccc1,-6,-3,62,3,8,4,-3,8,3
CCc1ccccc1N1CCN(S(=O)(=O)c2cc(OC)ccc2OC)CC1,0,1,114,0,-1,-11,3,8,-6
O=C(CN1C(=O)COc2ccccc21)N(Cc1cccnc1)Cc1cccc(F)c1,.,0,82,-2,-1,-2,-4,-2,1
CCOC(=O)CSc1nc(NC#N)nc(N(CC)CC)n1,7,2,108,.,13,.,.,.,7
C=CCn1c(SCc2nc(N)nc(N3CCCCC3)n2)nnc1-c1ccco1,3,-3,95,2,2,-14,?,7,10
Cc1ccc2c(c1)c(-c1ccccc1)nc1nncn12,-2,-1,114,9,-2,14,1,3,-7
CCOC(=O)Cc1cnc(NC(=O)NC(C(=O)OCC)(c2ccccc2)C(F)(F)F)s1 (stereo not given),2,3,131,2,1,-22,9,10,-1
O=C(Cn1ncn2c(cc3ccccc32)c1=O)NCc1ccco1,13,-8,91,0,0,-5,2,2,-2
Cc1ccc(-c2nc3ccccc3c(=O)n2CCCn2ccnc2)cc1,4,1,91,-3,4,-20,-14,-1,10
COc1cccc(C(=O)Nc2ccc3nc(N4CCN(c5ncccn5)CC4)cc(C)c3c2)c1OC,12,-2,46,-2,.,-101,-3,-5,8
CCOC(=O)c1sc(NC(=O)c2ccco2)nc1-c1ccccc1,.,-2,57,-5,-2,-49,-5,-2,-10
O=C(Oc1ccc2ccc(OC(=O)N3CCOCC3)cc2c1)N1CCOCC1,3,-3,89,15,2,18,8,0,9
Cn1c(=O)c2c(nc(Br)n2CC(=O)C23CC4CC(CC(C4)C2)C3)n(C)c1=O,1,3,71,-13,6,-18,-11,1,3
Cc1cc(N=Cc2cc(Cl)ccc2O)no1,7,.,80,-3,0,-8,13,1,-7
Cn1c(C(=O)NCCCN2CCCC2=O)cc2c(=O)n(C)c3ccccc3c21,1,0,100,7,8,1,1,4,5
COC(=O)CSc1nnc(CNC(=O)c2ccccc2OC)n1-c1ccc(OC)cc1,1,3,87,10,-1,5,1,4,-1
O=C(CCc1nc(-c2ccccc2F)no1)NCCN1CCOCC1,15,4,79,6,5,2,1,2,5
O=C(Nc1nnc(C2CC2)o1)c1ccc(S(=O)(=O)N2CCCc3ccccc32)cc1,-6,1,84,-3,1,0,5,1,6
CSCC[C@@H](C(=O)Nc1ccc2c(c1)OCCO2)N1Cc2ccccc2C1=O,-2,2,93,1,-1,-45,-2,2,2
CCOc1c(Br)cc(CNc2ncn[nH]2)cc1OC,11,3,86,11,8,2,-6,-5,12
CN1CCN(c2ccccc2NC(=O)c2ccc(Br)o2)CC1,-7,-1,105,10,5,18,-3,4,3
Cc1ccc2c(c1)c1c(n2CC(O)Cn2nc(C)c(Br)c2C)C(=O)CCC1 (stereo not given),-10,-6,63,6,3,-3,-11,3,2
COc1cc(OC)cc(-c2nnc(SCC(=O)Nc3cc(C)on3)o2)c1,-6,-1,82,12,-5,11,9,6,-4
CCCCC(c1nnnn1CCOC)N1CCN(c2cccc(OC)c2)CC1 (stereo not given),0,2,103,2,-3,-10,-4,0,-5
Cc1ccc(NCc2nnc(SCC(=O)N3CCCc4ccccc43)o2)c(C)c1,13,7,85,-9,3,-31,17,8,1
COc1cccc(-c2nnc(SCC(N)=O)n2-c2ccc(Cl)cc2)c1,-3,2,103,9,1,8,-3,2,-6
CCOc1ccc2[nH]c(=O)c(C(c3nnnn3Cc3ccco3)N3CCC(C)CC3)cc2c1 (stereo not given),-13,4,103,3,5,-26,-8,-9,9
N#Cc1ccc(CSc2nnc(Nc3ccccc3)s2)cc1,11,4,95,8,4,13,2,1,6
O=C(CSCCO)Nc1nccs1,-1,3,85,10,-1,-24,24,-8,0
Cc1ccc(-n2ncc3c(N4CCN(c5ccccc5)CC4)ncnc32)c(C)c1,21,0,107,9,-9,-38,-3,-9,2
Cc1cccc(C)c1-n1nnnc1S(=O)(=O)Cc1ccccc1Cl,2,1,106,-3,1,-4,20,2,-4
Cn1c(SCC(=O)Nc2cccc(O)c2)nnc1-c1ccc(S(=O)(=O)N2CCOCC2)cc1,1,5,100,8,4,-1,10,1,5
Cc1ccc2nc(NC(=O)C3CCCN(S(=O)(=O)c4cnc[nH]4)C3)sc2c1 (stereo not given),8,1,82,-9,4,-3,2,2,4
CCn1nc(C(=O)NC2=NCCS2)c2ccccc2c1=O,-11,3,58,-3,.,-31,-12,-5,-1
Cc1cnc(C(=O)OCC(=O)Nc2cccc(Cl)c2)cn1,5,-1,256,-14,.,-16,-1,-1,-6
COC(=O)C1C(=O)CC(C)(O)C(C(=O)OC)C1/C=C/c1ccccc1 (stereo not given),8,3,86,1,2,6,5,8,-3
CC(=O)N(Cc1cc(=O)[nH]c2ccccc12)c1ccc(C)cc1,-8,-6,79,0,2,-13,2,2,-2
O=C(CCc1ccccc1)Nc1nc2n(n1)C(c1ccc(Cl)cc1)CC(=O)N2 (stereo not given),9,0,101,3,7,-10,-3,-3,8
O=C(CSc1nnnn1Cc1ccccc1)Nc1ccc2c(c1)OCCO2,-6,4,101,-26,0,-205,-34,-16,2
COc1ccc(N2CCn3c2nc2c3c(=O)n(CCN3CCOCC3)c(=O)n2C)cc1,14,0,97,1,3,-1,19,8,-1
COc1ccc(OC)c(N2Cc3cc(C)c(C)cc3C2)c1,0,2,88,16,3,16,12,3,5
O=C(C1CCC1)N1CCc2cc(S(=O)(=O)NCC3COc4ccccc4O3)ccc21 (stereo not given),8,6,93,-1,1,-50,16,0,-3
O=C(Nc1ccc2c(c1)OCO2)N1CCN(C/C=C/c2ccccc2)CC1,26,5,105,9,3,17,12,3,6
CN(C)C(=O)N1CCCC(C(=O)NCc2cccs2)C1 (stereo not given),-3,-1,133,-1,2,-6,2,-3,-6
Cc1ccc(NCN2C(=O)c3ccccc3C2=O)c(C)c1,18,2,105,0,8,-61,-3,-6,5
Cc1csc(NC(=O)CSc2nsc(SCC(=O)Nc3nc(C)cs3)c2C#N)n1,-2,-5,57,12,6,-31,13,6,5
O=C(CN1C(=O)c2ccccc2C1=O)Nc1ccc(N2CCOCC2)cc1,.,8,120,13,6,17,40,1,8
Cc1ccccc1OCC(=O)Nc1ccccc1N1CCOCC1,-12,0,87,-3,-10,-5,-6,-2,-5
